procasp3 activ: activates human procaspase-3; AID 463141; hit rate 0.11% among 330,000; recombinant procaspase-3 D3A, Ac-DEVD-pNA absorbance 405 nm; activation, % at 8.5 µM; P42574;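 active = activation above the mean of all tested compounds plus 3 SD, cut at about 21% in these data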;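 also: 0% = DMSO alone and 100% = DMSO wells spiked with extra 5 µM PC-3 D3A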
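Assay system: Procaspase-3 D3A mutant, all three cleavage aspartates alanine. Buffer or medium: Zinc-free HEPES saline buffer with Triton X-100. Times: 1 h compound preincubation, 2 h substrate hydrolysis at 25 °C. Measured by: 405 nm absorbance of p-nitroaniline, reads at 0 and 120 min. Read-out basis: percent activation relative to control range. Replicates: singlicate.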
ZTA DNA inh: counter-screen for EBNA-1 inhibitors: inhibitors of Epstein-Barr virus ZTA | inhibition, % at 11 µM | ZTA-DNA binding, fluorescence polarization | hit rate 0.15% among 320,000 | P03206; in the data active = inhibition above about 33%
EBNA-1 inh: blocks EBNA-1 binding to DNA; AID 1950; hit rate 0.34% among 300,000; inhibition, % at 14.8 µM; EBNA-1 DNA binding, fluorescence polarization; in the data active = inhibition above about 28%
proCasp7 act: counter-screen: procaspase-7 (human) activation. P55210. recombinant procaspase-7, Ac-DEVD-pNA absorbance 405 nm; D23A/D198A/D206A triple mutant, cannot self-cleave; scale: DMSO 0, 5 µM enzyme 100. activation, % at 8.5 µM. hit rate 0.093% among 330,000. AID 463210;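 active = percent activation above the screen-wide mean plus 3 SD, cut at about 25% in these data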
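System: Procaspase-7 triple mutant (PC-7 D3A); measure: % activation from two-timepoint absorbance difference, scaled to controls; times: 1 h compound preincubation, 2 h substrate cleavage, 25 °C; also added: Ac-DEVD-pNA substrate, 400 µM as added; measured by: Epi-absorbance of released pNA at 405 nm, two timepoints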
RPL19A-GFP yeast: yeast TOR pathway RPL19A-GFP modulation | S. cerevisiae RPL19A-GFP strain, flow cytometry, 3 h; hits give low values | percent response vs DMSO, % at 10 µM | hit rate 0.3% among 330,000 | AID 2025;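 active = percent response vs DMSO below 50%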;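 also: median channel GFP fluorescence of the barcoded RPL19A-GFP strain; ratio of sample median GFP to plate DMSO average so 100% = DMSO; lower means less RPL19A-GFP as with rapamycin TOR inhibition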
AHR act: human AHR activation; P35869; AHR-responsive luciferase reporter cells, luminescence; activation, % at 5 µM; hit rate 2.5% among 320,000; AID 2796; in the data active = activation above about 47%;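 also: 0% = vehicle wells and 100% = reference agonist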
MEP2-GFP yeast: alters MEP2-GFP fluorescence in TOR pathway yeast screen; S. cerevisiae MEP2-GFP strain, flow cytometry GFP, 3 h; 100% = DMSO control level; GFP response vs DMSO, % at 10 µM; hit rate 0.51% among 330,000;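 active = GFP response versus DMSO above a set limit, roughly screen mean plus 3 SD, cut at about 180% in these data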;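 also: median GFP fluorescence of the barcode-gated MEP2-GFP cells per well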
LAP4-GFP MLPCN: modulators of TOR pathway LAP4-GFP in S. cerevisiae; hit rate 0.34% among 320,000; AID 2023; GFP response vs DMSO, % at 10 µM; S. cerevisiae LAP4-GFP multiplex, flow cytometry GFP, 3 h; median GFP as percent of DMSO wells;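 active = GFP response vs DMSO above a set limit, about the screen mean plus 3 SD, cut at about 150% in these data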
Numbers without * were called inactive; · = no result given.

SMILES | procasp3 activ | LAP4-GFP MLPCN | ZTA DNA inh | EBNA-1 inh | proCasp7 act | RPL19A-GFP yeast | MEP2-GFP yeast | AHR act
COCCN(C(=S)Nc1ccccc1OC)C1CCN(C(C)=O)CC1 | -2 | 99 | -10 | 9 | 0 | 103 | 99 | 4
COc1cc(OC)c(S(=O)(=O)NC(C)C)cc1C(=O)O | 7 | 106 | -16 | -6 | 0 | 98 | 98 | -1
O=C(NCCc1ccccc1)c1cc2ncc(Br)cn2n1 | 7 | 118 | 2 | 9 | 7 | 105 | 115 | 8
COC(=O)C[C@H]1c2cc(C(F)(F)F)ccc2S(=O)(=O)N1Cc1ccccc1 | -2 | 127 | 0 | 4 | 2 | 96 | 88 | 2
Cc1ccc(NC(=O)CNCc2ccccc2Cl)cc1S(=O)(=O)N(C)C | -1 | 105 | -10 | 0 | 6 | 102 | 109 | 4
C[C@@H](NC(=O)Cn1ccc(N)nc1=O)c1cccc2ccccc12 | -5 | 121 | 1 | · | -12 | 110 | 107 | 2
CCC(Sc1ncccn1)C(=O)Nc1cc(C)on1 (stereo unspecified) | -2 | 92 | 1 | -9 | 4 | 93 | 99 | 1
CC1(c2ccc3noc(-c4ccc(F)cc4)c3c2)OCCO1 | -2 | 88 | -11 | 3 | 8 | 103 | 92 | 13
Cc1ccc(C(=O)CSc2nnc(N)s2)c(C)c1 | -10 | 90 | -9 | 9 | 2 | 96 | 93 | 16
O=C(CCS(=O)(=O)c1cccs1)N1CCN(c2ccc(F)cc2)CC1 | 6 | 90 | 10 | -7 | 1 | 94 | 101 | 4
COc1cc(OC)c(OC)cc1/C=N/n1c(C)nnc1C | -2 | 105 | -11 | -1 | 1 | 102 | 105 | 2
Cc1ccc(-n2ncc3c(SCC(=O)Nc4cc(C)on4)ncnc32)c(C)c1 | 5 | 99 | -17 | -2 | 5 | 94 | 94 | 1
CCOc1ccc(N2CC(C(=O)NC(C)C)CC2=O)cc1 (stereo unspecified) | -6 | 100 | 0 | 1 | -4 | 95 | 100 | 10
Cc1ccc(S(=O)(=O)N(C)C)cc1NC(=O)/C=C/c1cccs1 | -4 | 101 | -4 | 7 | 7 | 104 | 103 | 1
COc1ccc(CC(=O)NCc2ccc(F)cc2)cc1S(=O)(=O)N1CCOCC1 | -4 | 101 | 6 | · | 12 | 96 | 100 | 2
O=C(CCCC(=O)OCC(=O)c1cccs1)Nc1ccc(F)cc1 | 2 | 93 | -9 | -15 | 1 | 104 | 105 | 5
Cc1ccccc1NC(=O)Nc1nnc(Cc2ccc([N+](=O)[O-])cc2)s1 | 0 | 107 | -10 | -12 | 3 | 103 | 99 | 6
CC(=O)c1ccc(NC(=O)c2cn(-c3ccccc3)nc2-c2ccncc2)cc1 | -2 | 97 | -1 | -5 | 2 | 81 | 157 | 7
CC(C)CNC(=O)c1ccccc1SCC(=O)NC12CC3CC(CC(C3)C1)C2 | 2 | 91 | 0 | -8 | 5 | 103 | 102 | -1
CC1CCCN(C(=O)COC(=O)CSc2ccc(C(N)=O)cc2[N+](=O)[O-])C1 (stereo unspecified) | 7 | 114 | 1 | -6 | -9 | 106 | 107 | 18
CCC(=O)N1N=C(c2ccc(C)o2)CC1c1ccc(N(C)C)cc1 (stereo unspecified) | 3 | 111 | 4 | 7 | 6 | 104 | 114 | 4
Cc1ccc(NC(=O)C(=O)NCCc2c[nH]c3ccccc23)c(C)c1 | 6 | 108 | -8 | 4 | -5 | 96 | 104 | 3
O=C(COc1coc(CN2CCN(c3ccccc3)CC2)cc1=O)Nc1ccc(F)cc1 | 1 | 100 | 8 | -2 | 7 | 100 | 102 | 1
O=C(NCCc1ccccc1F)C1CCC(=O)N(Cc2ccccc2F)C1 (stereo unspecified) | 1 | 106 | -5 | -6 | 1 | 100 | 108 | -1
Cc1cc(C)n2nc(S(=O)(=O)N(C)Cc3ccccc3)nc2n1 | 2 | 103 | -19 | 4 | 0 | 98 | 123 | 0
CCOC(=O)c1ccc(-c2ccc(C=O)o2)cc1 | -4 | 111 | 0 | 2 | -10 | 96 | 96 | 4
C=CCn1c(Cc2cccs2)nnc1SCC(=O)Nc1ccc(OC)cc1 | -5 | 95 | 2 | -11 | 3 | 92 | 96 | 2
CCCc1cc(C(=O)Nc2ccc(F)c(Cl)c2)no1 | -4 | 110 | 5 | 3 | -1 | 102 | 107 | -7
CCc1ccc(/C=C2/SC(=S)N(CCCC(=O)Nc3ccccc3C(=O)O)C2=O)cc1 | 5 | 79 | -15 | -5 | 1 | 97 | 91 | -10
CCOC(=O)N1CCN(c2ccc(O)cc2)CC1 | -15 | 98 | -12 | -1 | -12 | 104 | 98 | 3
Cc1cccc(NC(=O)CSCC(=O)Nc2cccc(S(=O)(=O)N3CCCCCC3)c2)c1 | -6 | 107 | 0 | -15 | -1 | 100 | 105 | -1
COC(=O)CSc1nnc(-c2ccco2)o1 | 5 | 98 | 5 | 0 | 8 | 95 | 94 | 0
CC(=O)Nc1ccc(S(=O)(=O)NCc2ccc(C(=O)NCCCN3CCC(C)CC3)cc2)cc1 | -2 | 100 | 3 | -1 | -1 | 99 | 102 | -2
CCSc1nc(C)c(CCOc2cccc(C)c2)c(=O)[nH]1 | -6 | 96 | 11 | 6 | 9 | 93 | 95 | -2
CC(=O)Nc1sc2c(c1C#N)CC(C)(C)NC2(C)C | 10 | 82 | 7 | -10 | 12 | 90 | 82 | -1
CCOc1ccc(OCc2ccc(C(=O)NCc3cccnc3)o2)cc1 | 5 | 93 | -7 | -4 | 3 | 97 | 97 | 18
COc1ccc2nc(NC(=O)CN3C(=O)NC4(CCCCC4)C3=O)sc2c1 | -6 | 76 | 6 | -7 | -15 | 71 | 87 | 10
COc1ccc(C(=O)c2sc(Nc3ccc(NC(C)=O)cc3)nc2C)cc1 | 5 | 101 | -15 | 4 | -17 | 104 | 110 | 1
CCOc1ccc(S(=O)(=O)N2CCC(C(=O)N3CCOCC3)CC2)cc1C | 1 | 104 | -2 | -5 | -7 | 100 | 95 | 0
C=CCn1c(-c2cc(Cl)ccc2OC)n[nH]c1=S | -6 | 102 | -8 | 12 | -23 | 101 | 98 | 1

Filtered by structure, the entries above with a thiophene ring, fused or not
SMILES | procasp3 activ | LAP4-GFP MLPCN | ZTA DNA inh | EBNA-1 inh | proCasp7 act | RPL19A-GFP yeast | MEP2-GFP yeast | AHR act
O=C(CCS(=O)(=O)c1cccs1)N1CCN(c2ccc(F)cc2)CC1 | 6 | 90 | 10 | -7 | 1 | 94 | 101 | 4
Cc1ccc(S(=O)(=O)N(C)C)cc1NC(=O)/C=C/c1cccs1 | -4 | 101 | -4 | 7 | 7 | 104 | 103 | 1
O=C(CCCC(=O)OCC(=O)c1cccs1)Nc1ccc(F)cc1 | 2 | 93 | -9 | -15 | 1 | 104 | 105 | 5
C=CCn1c(Cc2cccs2)nnc1SCC(=O)Nc1ccc(OC)cc1 | -5 | 95 | 2 | -11 | 3 | 92 | 96 | 2
CC(=O)Nc1sc2c(c1C#N)CC(C)(C)NC2(C)C | 10 | 82 | 7 | -10 | 12 | 90 | 82 | -1

The list goes on:
SMILES | procasp3 activ | LAP4-GFP MLPCN | ZTA DNA inh | EBNA-1 inh | proCasp7 act | RPL19A-GFP yeast | MEP2-GFP yeast | AHR act
Oc1c(CN2CCOCC2)cc(-c2ccccc2)cc1CN1CCOCC1 | 7 | 101 | 4 | -7 | 0 | 102 | 108 | 1
COc1ccc(N(C(=O)c2snc(C(N)=O)c2N)C(C(=O)NCC2CCCO2)c2ccc(C)o2)cc1OC (stereo unspecified) | -13 | 101 | 8 | 0 | -13 | 102 | 105 | 3
O=C(CN1CCN(c2ccccn2)CC1)Nc1cccc(S(=O)(=O)N2CCOCC2)c1 | -1 | 113 | -12 | -4 | 11 | 106 | 105 | 0
O=C(CCn1cnc2ccccc2c1=O)Nc1ccc(Cl)c(Cl)c1 | 10 | 104 | -12 | 8 | -2 | 97 | 115 | -1
CC1(C)CC(=O)c2cnc(NCC3CCCO3)nc2C1 (stereo unspecified) | -1 | 97 | -8 | 0 | 8 | 97 | 95 | 9
CCCc1nc2ccccc2c(C(=O)OCC(=O)Nc2ccc(S(=O)(=O)N3CCOCC3)cc2)c1CC | -3 | 79 | -3 | 2 | -2 | 96 | 97 | 1
CC1(C)CC(=O)C(C=Nc2cccnc2)=C(O)C1 | -8 | 105 | -12 | 11 | -20 | 100 | 100 | 0
O=C(Cc1ccccc1F)NNC(=O)c1cccs1 | -1 | 93 | · | · | 13 | 100 | 108 | 3
CC(O)CN(C)CC/C=C1/c2ccccc2CSc2ccccc21 (stereo unspecified) | -2 | 92 | -5 | -10 | 1 | 99 | 99 | -2
COc1ccc2cc(C#N)c(N3CCN(Cc4nnnn4CCC(C)C)CC3)nc2c1 | -6 | 90 | 13 | -10 | 6 | 97 | 93 | 4
CCOC(=O)NC(CC(=O)O)c1ccc(OCC)cc1 (stereo unspecified) | 3 | 98 | -7 | 9 | -5 | 101 | 103 | 0
C/C(=N\NC(=O)c1cc(-c2ccncc2)nc2ccccc12)c1ccc(OC(F)F)cc1 | 5 | 93 | 16 | 2 | -1 | 98 | 97 | 14
CCCCCN(C(=O)CCC(=O)OCc1cccc(F)c1)c1c(N)n(CCCC)c(=O)[nH]c1=O | 6 | 101 | -12 | 8 | 2 | 96 | 100 | 3
CCN(CC)S(=O)(=O)c1ccc(N2CCOCC2)c(NC(=O)C(C)Oc2ccc(F)cc2)c1 (stereo unspecified) | 3 | 88 | -8 | · | -4 | 89 | 93 | 1
COc1ccccc1Nc1nc(N)nc(CN(C)C2CCCCC2)n1 | -9 | 94 | -10 | 4 | 10 | 101 | 104 | 11
CC1CCc2sc(C(=O)OC(C)C(=O)Nc3ncc(Cl)cc3Cl)cc2C1 (stereo unspecified) | 0 | 90 | 2 | 1 | -8 | 94 | 95 | 2
COCCNC(=O)c1ccc2c(c1)ncn2-c1ccc(C)c(Cl)c1 | -2 | 98 | 3 | 11 | -3 | 106 | 106 | 4
S=C(NCCCN1CCOCC1)N1CCN(c2cccc(Cl)c2)CC1 | -5 | 90 | 3 | -1 | -7 | 97 | 104 | 3
O=C1SCCC1NS(=O)(=O)c1ccccc1[N+](=O)[O-] (stereo unspecified) | -11 | 104 | -20 | -13 | -12 | 102 | 106 | -2
CN(Cc1ccc(Cl)c(Cl)c1)C(=O)C1=CC=CN2CCS(=O)(=O)N=C12 | -2 | 92 | -16 | · | 5 | 97 | 94 | 0
O=c1c(-c2ccc(Cl)cc2)coc2c(CN3CCOCC3)c(O)ccc12 | -10 | 96 | -10 | -8 | -5 | 98 | 91 | 5
O=C(CN1C(=O)NC2(CCCCCCC2)C1=O)NCc1ccc2c(c1)OCO2 | 2 | 96 | 8 | -1 | 7 | 99 | 100 | 0
COc1ccccc1CNC(=O)N1CCN(S(=O)(=O)c2ccc(Cl)cc2)CC1 | 6 | 103 | -3 | 10 | -11 | 110 | 100 | 2
CCOC(=O)C1=C(C)C/C(=N\NC(=O)c2ccccc2O)CC1 | -4 | 105 | 0 | -2 | 9 | 95 | 97 | 8
Cn1c(SCC(=O)NCc2cccs2)nnc1-c1ccco1 | 10 | 94 | -17 | 18 | -2 | 93 | 97 | 3

In another format: results already given.
Values run as follows: procasp3 activ, LAP4-GFP MLPCN, ZTA DNA inh, EBNA-1 inh, proCasp7 act, RPL19A-GFP yeast, MEP2-GFP yeast, AHR act
O=c1c(-c2ccc(Cl)cc2)coc2c(CN3CCOCC3)c(O)ccc12
 : -10, 96, -10, -8, -5, 98, 91, 5
O=C(CN1C(=O)NC2(CCCCCCC2)C1=O)NCc1ccc2c(c1)OCO2
 : 2, 96, 8, -1, 7, 99, 100, 0
Cn1c(SCC(=O)NCc2cccs2)nnc1-c1ccco1
 : 10, 94, -17, 18, -2, 93, 97, 3
